Sm TGR block: S. mansoni TGR enzyme inhibition. Q962Y6. purified TGR, DTNB reduction, TNB absorbance 405 nm. Potency, µM (doses to about 114 µM), for inactives: at the top dose activity change, negative = inhibition, hits mostly inhibitors. hit rate 3% among 360,000; active = well fitted inhibition curve with a large enough effect; inconclusive = small, poorly fitted or top-dose-only effect; inactive = no such curve, though single readings can be large or run the other way; note: nearly all actives have a fitted effect of over 60% in size
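Kinetic colorimetric format: TGR-catalysed, NADPH-driven DTNB reduction monitored via TNB absorbance. Enzyme dispensed at 20 nM; compound exposure 15 min at room temperature before reaction start.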
Numbers without * were called inactive; ? = inconclusive. % is set by controls: 0 for no effect and ±100 for the full control effect; potency is the fitted concentration of half-maximal effect. Not all compounds are listed; rates above refer to the full screens.

SMILES	Sm TGR block
COc1cc(C(=O)N(Cc2ccc(N(C)C)cc2)CC2CCCO2)cc(OC)c1OC (stereo unspecified)	-3%
CC(=O)c1ccc(NC(=O)CCc2nc(-c3ccc(C)cc3)no2)cc1	?
COc1ccc(CN(C(=O)c2ccccc2F)C2CCS(=O)(=O)C2)cc1 (stereo unspecified)	3%
Nc1c(-c2nc(-c3ccccc3)no2)nnn1CC(=O)Nc1ccccc1	0%
Cc1cc(C)cc(-n2c(SCC(=O)N3CCCCCC3)nc3c([nH]c4ccccc43)c2=O)c1	9%
O=C(Nc1ccc(C(=O)N2CCN(c3ccc(Cl)cc3)CC2)cc1)c1nsc2ccccc12	5%
CN(C)c1ccc(CNC(=O)c2ccc3nc(CCc4ccccc4)oc3c2)cc1	1%
Cc1ccc(Cl)cc1N1CCN(C(=O)C2CCCN(Cc3nc(-c4cccc(Cl)c4)oc3C)C2)CC1 (stereo unspecified)	23%
Cc1ccc(CCNc2nc3c(S(=O)(=O)c4ccc(C)cc4)nnn3c3ccsc23)cc1	?
CCOC(=O)c1cc2c(=O)n3ccccc3nc2n(CCCOC)c1=NC(=O)C(C)(C)Oc1ccc(Cl)cc1	9%
COc1cccc(C(=O)Nc2ccc(-n3nncc3-c3ccccc3)cc2)c1	-4%
O=C(COc1ccccc1)Nc1sc2c(c1C(=O)Nc1ccccc1)CCCCC2	5%
Cn1nnnc1SCCNCc1ccc(OCc2ccccc2)cc1	9%
CSc1ncc(Cl)c(C(=O)Nc2nc3ccc(F)cc3s2)n1	9%
Cc1ccc(CNC(=O)c2ccc(-c3nc(CS(=O)c4ccccc4)c(C)o3)cc2)cc1 (stereo unspecified)	-28%
CCOC(=O)c1ccccc1NC(=O)NCc1c(-n2cccc2)sc2c1CCCC2	-10%
CCN1CCN(c2csc3ccc(F)cc3c2=O)CC1	-18%
CCOC(=O)c1ccc(NS(=O)(=O)c2ccc(Br)s2)cc1	-1%
COc1cc(-c2cc(OC)c3c(C)oc(C)c3c(=O)c2)ccc1OC(=O)c1ccccc1Cl	-17%
O=C(CSc1oc(-c2cccs2)nc1S(=O)(=O)c1ccccc1)Nc1ccc(F)cc1	6%
COc1ccc(NC(=O)/C(C#N)=C/c2cc(C)n(-c3ccc(F)cc3)c2C)cc1	-5%
Cc1cccn2c(=O)c3cc(C(=O)NCc4ccccc4)c(=N)n(CCOCCO)c3nc12	-1%
COc1cccc(C(=O)Nc2ccc3nc(SCC(=O)N4CCOCC4)sc3c2)c1	7%
CCOC(=O)c1sc(N2C(=O)c3oc4ccccc4c(=O)c3C2c2ccc(C(C)(C)C)cc2)nc1C (stereo unspecified)	3%
COc1cccc(CNC(=O)Cn2ncn3nc(-c4cccs4)cc3c2=O)c1OC	4%

Quoted from the listing for reference:
SMILES	Sm TGR block
COc1cc(C(=O)N(Cc2ccc(N(C)C)cc2)CC2CCCO2)cc(OC)c1OC (stereo unspecified)	-3%
CC(=O)c1ccc(NC(=O)CCc2nc(-c3ccc(C)cc3)no2)cc1	?
COc1ccc(CN(C(=O)c2ccccc2F)C2CCS(=O)(=O)C2)cc1 (stereo unspecified)	3%
Nc1c(-c2nc(-c3ccccc3)no2)nnn1CC(=O)Nc1ccccc1	0%
Cc1cc(C)cc(-n2c(SCC(=O)N3CCCCCC3)nc3c([nH]c4ccccc43)c2=O)c1	9%
O=C(Nc1ccc(C(=O)N2CCN(c3ccc(Cl)cc3)CC2)cc1)c1nsc2ccccc12	5%

(continued)
SMILES	Sm TGR block
CC(=O)Nc1c(C)nn(-c2ccccc2)c1N1CCC(C(=O)NCc2ccccc2Cl)CC1	-3%
CCOC(=O)c1c(C)[nH]c(C)c1S(=O)(=O)N1CCN(c2cccc(C(F)(F)F)c2)CC1	7%
CC(C)OCCCN1C(=O)c2[nH]nc(-c3ccccc3O)c2C1c1ccccc1F (stereo unspecified)	6%
CCOc1ccc(NC(=O)CSc2nnc(CC)c(CC)n2)cc1	5%
COc1cc2c(cc1NC(=O)COc1cc(C)cc(C)c1)oc1ccccc12	14%
Brc1ccc(-c2nc3ccccn3c2Nc2ccc3c(c2)OCCO3)o1	-27%
Cc1ccc(Cl)cc1N1CCN(C(=O)C2CCCN(S(=O)(=O)c3ccc(Br)s3)C2)CC1 (stereo unspecified)	-3%
COc1ccccc1CNC(=O)CCc1c(C)c2cc3c(C)c(C)oc3cc2oc1=O	5%
Cc1ccc(CNC(=O)Cn2cc(C(=O)c3ccc(F)cc3)c(=O)c3ccc(C)nc32)cc1	3%
CCOc1ccc(C(=O)Cn2c(=O)n3nc(CCn4nc(C)cc4C)nc3c3cc(OC)c(OC)cc32)cc1	-4%
CCNc1c(NC(=O)c2cc(OCC)c(OCC)c(OCC)c2)c(=O)oc2ccccc12	4%
CCc1nc(-c2cc(S(=O)(=O)N3CCN(c4ccc(F)cc4)CC3)ccc2OC)no1	1%
Cc1ccc(CCNC(=O)c2cn(C)c3ccc(S(=O)(=O)N4CCC(C)CC4)cc3c2=O)cc1	6%
Cc1ccc(C2N3CC4(C)CN2CC(c2ccccc2)(C3)C4=O)cc1 (stereo unspecified)	3%
Cn1cc(S(=O)(=O)N2CCCCCC2)cc1C(=O)NCc1ccc(F)cc1	-2%
CC1CCCCN1C(=O)CSc1n[nH]c(-c2ccccc2Cl)n1 (stereo unspecified)	4%
COCCCn1c(=O)c2sccc2n2c(CCCC(=O)Nc3ccc(F)c(F)c3)nnc12	-6%
CCOC(=O)c1cccc(NC(=O)c2cc3c(-c4cccc(OC)c4)nn(C)c3s2)c1	12%
CCn1nnc2cc(C(=O)Nc3ccc(C)cc3Br)ccc21	?
CCN(CC)S(=O)(=O)c1cc(-c2nnc(Nc3ccc(OC)c(C(N)=O)c3)c3ccccc23)ccc1C	4%
COc1cccc(-c2nc(SCC(=O)NCc3ccccc3)c3c(=O)n(C)c(=O)n(C)c3n2)c1	2%
CCc1ccc(C(=O)c2cn(CC(=O)Nc3ccc(F)cc3)c3ccc(OC)cc3c2=O)cc1	6%
COc1ccc(-c2noc(-c3ccc(NCc4cccnc4)c([N+](=O)[O-])c3)n2)cc1OC	5%
Cc1ccc(Nc2nc3c(S(=O)(=O)c4ccccc4)nnn3c3ccc(Cl)cc23)c(C)c1	23%
O=C(Cn1cc(SCc2ccccc2F)c2ccccc21)N1CCCC1	3%

Later entries
SMILES	Sm TGR block
COC(=O)c1c(NC(=O)CCCOc2cccc(C)c2)sc2c1CCC2	5%
COc1ccc(/C=C(/C#N)c2nc(-c3ccc(Br)cc3)cs2)cc1	-1%
O=C(CN1CCCN(S(=O)(=O)c2ccc(Br)cc2)CC1)Nc1cccc(C(F)(F)F)c1	35µM*
CCOCCCNC(=O)CN1C(=O)c2cccnc2Sc2ccccc21	2%
Cc1cccc(-c2nnn3c2nc(NCc2ccc4c(c2)OCO4)c2ccccc23)c1	-1%
CCCCN1CC(c2nc3ccccc3n2CCCCOc2cc(C)cc(C)c2)CC1=O (stereo unspecified)	1%
Cc1oc2ccc(O)c(CN3CCC(C)CC3)c2c1C(=O)Nc1ccccc1	7%
COc1ccc(OC)c(CNC(=O)c2cc3c(Cl)nc4ccccc4c3s2)c1	0%
COc1ccc(NC(=O)Cn2c(=O)n(Cc3ccco3)c(=O)c3sc4ccccc4c32)cc1OC	-2%
CC(C)Cn1c(=O)c2ccccc2n2c(CCC(=O)NCc3ccccc3Cl)nnc12	-4%
Cc1ccccc1-c1nnc(CN2CCN(c3ccccn3)CC2)o1	0%
CCc1ccc(C2=NN(CCC(=O)NCCc3ccccc3)C(=O)CC2)cc1	-2%
COc1ccc(C)cc1NC(=O)c1cc(S(=O)(=O)N2CCN(c3cccc(C)c3C)CC2)ccc1F	3%
O=C(CCCN1C(=O)c2cccnc2Oc2ccc(Cl)cc21)NCc1ccc(F)cc1	-1%
Cc1ccc2c(c1)C(Cc1nc3ccccc3c(=O)n1-c1ccc(Br)cc1)C(=O)N2 (stereo unspecified)	5%
Cc1nnc(SCc2cc(=O)c3ccccc3[nH]2)s1	-8%
COc1ccccc1CNC(=O)C(C)n1c(=O)cc(C(F)(F)F)c2c(C)nn(C)c21 (stereo unspecified)	6%
Cc1ccc(C)c(NC(=O)C(C)N(c2ccccc2)S(C)(=O)=O)c1 (stereo unspecified)	2%
COc1ccc(CCNC(=O)Cn2c(=O)n(-c3ccccc3)c(=O)c3c(C)c(C)sc32)cc1OC	1%
O=C(NCCc1ccccc1)c1nn(-c2ccccc2F)nc1CO	-1%
COc1ccc(-c2noc(C3CC(=O)N(c4cc(C)cc(C)c4)C3)n2)cc1 (stereo unspecified)	-1%
Cc1ccccc1NC(=O)CSc1cn(CC(=O)N2CCCC2)c2ccccc12	-1%
COc1cccc(CNC(=O)c2ccc(-n3c(C)cc4c3CCC(C)C4)cc2)c1 (stereo unspecified)	12%
Cc1cc2c(cc1NC(=O)c1ccccc1C)n(C)c(=O)c(=O)n2C	-2%
COC(=O)c1ccccc1NC(=O)Cn1c(=O)n(-c2cccc(C(F)(F)F)c2)c(=O)c2c(C)c(C)sc21	2%

Reformatted bar-delimited: part of the list above
smiles | Sm TGR block
Cc1ccc(CCNc2nc3c(S(=O)(=O)c4ccc(C)cc4)nnn3c3ccsc23)cc1 | ?
CCOC(=O)c1cc2c(=O)n3ccccc3nc2n(CCCOC)c1=NC(=O)C(C)(C)Oc1ccc(Cl)cc1 | 9%
COc1cccc(C(=O)Nc2ccc(-n3nncc3-c3ccccc3)cc2)c1 | -4%
O=C(COc1ccccc1)Nc1sc2c(c1C(=O)Nc1ccccc1)CCCCC2 | 5%
Cn1nnnc1SCCNCc1ccc(OCc2ccccc2)cc1 | 9%
CSc1ncc(Cl)c(C(=O)Nc2nc3ccc(F)cc3s2)n1 | 9%
Cc1ccc(CNC(=O)c2ccc(-c3nc(CS(=O)c4ccccc4)c(C)o3)cc2)cc1 (stereo unspecified) | -28%

Next structures.
SMILES	Sm TGR block
COc1ccccc1N1CCN(C(=O)c2oc3ccccc3c2NC(=O)C(C)Oc2ccccc2)CC1 (stereo unspecified)	7%
COC(=O)c1cc2oc(C)cc2n1Cc1c(C)cc(C)cc1C	0%
Cc1cccc(CN2C(=O)c3ccccc3Sc3ccc(C(=O)NCc4cccs4)cc32)c1	10%
COCCCNC(=O)C1CCN(c2cc(C)nc3c(-c4ccc(OC)c(OC)c4)c(C)nn23)CC1	4%
CCCCOc1ccccc1C1CC(=O)Nc2ccc3ccccc3c21 (stereo unspecified)	7%
N#Cc1c[nH]n2c(NC3CCCC3)c(-c3cccc(Br)c3)nc12	-1%
Cc1ccc(C)c(CN2C(=O)C(O)(c3c[nH]c4ccccc34)c3ccccc32)c1 (stereo unspecified)	-11%
Cc1ccc(S(=O)(=O)N(Cc2nc(-c3cccc(C)c3)no2)C2CCCCC2)cc1	1%
CCc1nn(CC(=O)NC2CC2)c(=O)c2cc3c(OC)cccc3n12	1%
Cc1ccc(-c2onc(C)c2C)cc1S(=O)(=O)Nc1cccc(Cl)c1C	2%
CN1CCc2c(sc3c2C(=O)NC(c2ccc(OC(=O)c4ccccc4)cc2)N3)C1 (stereo unspecified)	-10%
Cc1ccccc1-c1noc(CCC(=O)Nc2cccc(C)c2C)n1	11%
COc1ccc(CCNC(=O)Cn2ncc3c(=O)oc4ccccc4c32)c(OC)c1	-1%
Fc1ccc(Nc2nc(SCc3cccc(F)c3)nc3ccccc23)cc1	9%
CC1C(=O)N2CCCc3cc(S(=O)(=O)Nc4ccc(Br)cc4F)cc1c32 (stereo unspecified)	-7%
COc1ccc(N2CCN(S(=O)(=O)CCNC(=O)COc3ccccc3F)CC2)cc1	7%
CCc1ccc(C(=O)c2cn(CC(=O)Nc3cc(C)ccc3C)c3nc(C)ccc3c2=O)cc1	-2%
COc1ccc(CNC(=O)CN2C(=O)CSc3ccc(S(=O)(=O)N(C)C)cc32)cc1	9%
COc1cc(NC(=O)Cn2c(=O)n(CC3CCC(C(=O)NCCc4ccccc4)CC3)c(=O)c3ccccc32)cc(OC)c1 (stereo unspecified)	-4%
Cc1ccc(-c2nnc(Nc3ccc(OCC(N)=O)cc3)c3ccccc23)cc1S(=O)(=O)NCC1CCCO1 (stereo unspecified)	-2%
Cc1ccccc1NC(=O)[C@H](CSCc1ccccc1)N1Cc2ccccc2C1=O	8%
Cc1ccc2c(c1)c(=O)c(S(=O)(=O)c1ccc(C)c(C)c1)cn2CC(=O)Nc1ccccc1	1%
Cc1cccc(-c2nc(CSc3nncn4c3cc3sccc34)c(C)o2)c1	-2%
CC1=Nc2cc(C(=O)NC3CCCC3)ccc2Sc2ccc(C)cc21	-13%
CCOC(=O)c1c(N)n(-c2cccc(C)c2C)c2nc3ccccc3nc12	2%

Remaining list, next part
SMILES	Sm TGR block
CC(C)NC(=O)c1ccc2c(c1)nc1n2CCCCC1	10%
CCOC(=O)c1nn2c(C(F)(F)F)cc(-c3ccc(C)cc3)nc2c1Cl	7%
COc1cccc(-n2c(=O)c3c4c(sc3n(Cc3ccc(C)cc3)c2=O)CCCC4)c1	-11%
O=C(Nc1cccc(F)c1F)C1CCN(c2ncccn2)CC1	-5%
COc1ccccc1NC(=O)Cn1c(=O)n(Cc2ccccc2)c(=O)c2c1c1cc(C)ccc1n2C	-8%
CCc1ccc(CSc2nc(-c3ccccc3OC)nc3c2Cc2c(CO)cnc(C)c2O3)cc1	0%
CCOc1ccc(C2C(C(N)=O)=C(C)Nc3nc(-c4cccc(Cl)c4)nn32)cc1OC (stereo unspecified)	-2%
CCCSC1=NC2(CCN(C(=O)NC3CCCCC3)CC2)N=C1c1ccc(Cl)cc1	4%
CCOC(=O)c1[nH]c(C)c(CCC(=O)Nc2cccc(C(F)(F)F)c2)c1C	-8%
Cc1ccc(-c2nc3ncccc3o2)cc1NC(=O)c1ccccc1Br	4%
CCc1ccc(S(=O)(=O)c2nnn3c2nc(Nc2cccc(C)c2C)c2sccc23)cc1	-19%
Cc1cccc(N2CCN(C(=O)c3cnn(-c4ccccc4)c3C3CCN(C(=O)OC(C)(C)C)CC3)CC2)c1C	7%

Source: PubChem BioAssay
